G6PDH counter: L. mesenteroides G6PDH inhibition counter-screen; inhibition, % at 5 µM; AID 1020; Purified L. mesenteroides G6PDH, diaphorase/resazurin coupled fluorescence, 45 min; hit rate 0.12% among 200,000; in the data active means inhibition above about 50%
TNAP inh no acc: blocks human TNAP activity with no phosphate acceptor present. P05186. inhibition, % at 20 µM. purified TNAP, CDP-star luminescence, 30 min. hit rate 0.26% among 200,000;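 active means tissue-nonspecific alkaline phosphatase inhibition above about 50% at 20 µM in the single-dose screen, limit read from the data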;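 further: 0% = DMSO negative control and 100% = EDTA positive control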
Target sequence (P05186 whole entry, looked up): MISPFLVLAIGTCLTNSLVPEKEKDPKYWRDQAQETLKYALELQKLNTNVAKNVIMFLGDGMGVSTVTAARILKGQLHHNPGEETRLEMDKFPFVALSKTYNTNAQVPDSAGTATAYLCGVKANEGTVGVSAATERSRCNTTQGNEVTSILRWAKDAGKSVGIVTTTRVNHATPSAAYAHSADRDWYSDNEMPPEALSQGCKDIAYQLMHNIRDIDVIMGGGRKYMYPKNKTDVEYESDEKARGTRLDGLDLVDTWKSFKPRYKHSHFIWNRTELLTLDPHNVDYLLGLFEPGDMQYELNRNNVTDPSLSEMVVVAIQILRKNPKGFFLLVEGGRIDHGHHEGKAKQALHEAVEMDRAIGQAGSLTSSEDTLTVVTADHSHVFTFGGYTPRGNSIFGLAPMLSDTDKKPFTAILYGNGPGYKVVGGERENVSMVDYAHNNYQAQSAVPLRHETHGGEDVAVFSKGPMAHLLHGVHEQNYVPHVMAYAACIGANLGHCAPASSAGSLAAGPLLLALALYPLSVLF
FLuc stim CS: affects firefly luciferase, flagging false hits in luciferase stimulation screens; P08659; ATPlite luciferase biochemical, luminescence, 10 min; 0 = ATP-free wells, 1 = DMSO control; activation factor at 10 µM; 200,000 tested, under 10 active;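 active means luciferase activation factor, scaled between plate controls, of at least 2 with compound at 10 µM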
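test system = cell-free luciferase reagent | medium = PBS as buffer for the ATP substrate | dosing = test compounds dosed from 2 mM stocks in 100% DMSO | incubation = 10 min at ambient temperature | detection = luminescence measurement of luciferase light output | benchmarks = low control with PBS replacing ATP, high control enzyme plus ATP without compound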
Diaphorase inh: diaphorase inhibition or chemical oxidation counter-screen; diaphorase resazurin-to-resorufin fluorescence, NADH, 16 min; bacterial (C. kluyveri) enzyme, not human; inhibition, % at 20 µM; hit rate 0.69% among 190,000; AID 1217;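 active means primary screen inhibition at 20 µM above a set limit, cut at about 50% in these data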;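 further: plate controls were DMSO with full reaction for no effect and wells lacking NADH for full effect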
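Test system: diaphorase enzyme from Clostridium kluyveri; amount: diaphorase at 0.14 U/mL in enzyme working solution; detection: fluorescence of resorufin formed from resazurin, Ex 544/Em 590 nm; times: reaction incubation of 16 min at room temperature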
HMGR II inh: E. faecalis class II HMG-CoA reductase inhibition; AID 1066; inhibition, % at 10 µM; hit rate 0.41% among 190,000; purified E. faecalis HMGR, NADPH absorbance 340 nm kinetic;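 active means inhibition above a set limit, the median over all tested compounds plus 3 SD, cut at about 9.5% in these data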;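 further: enzyme runs in reverse so mevalonate oxidation gives rising NADPH absorbance; 0% = complete reaction with DMSO and 100% = background rate lacking mevalonate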
TNAP inh hiacc: blocks human TNAP under high phosphate acceptor concentration; P05186; inhibition, % at 20 µM; hit rate 0.03% among 200,000; purified TNAP, CDP-star luminescence, 1 M DEA; AID 1135;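 active means over 50% inhibition of tissue-nonspecific alkaline phosphatase at 20 µM in the single-dose screen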;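 further: plate controls were DMSO wells for no effect and EDTA-quenched wells as full inhibition for full effect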
TNAP act hi DEA: activators of human TNAP at high phosphate acceptor concentration. P05186. purified TNAP, CDP-star luminescence, 1 M DEA, 30 min; active compounds read high; 0 = EDTA background, 1 = DMSO-only activity. activation factor at 20 µM. 200,000 tested, under 10 active;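 active means activation factor at least 2 at 20 µM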
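Test system – human TNAP · Doses – 20 µM single point · Incubation – 30 min, room temperature · Signal – luminescent substrate turnover signal · Read-out basis – activation factor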
PMI activator: activators of human phosphomannose isomerase; hit rate 0.005% among 190,000; purified human PMI, coupled resazurin fluorescence, 20 min; active compounds read high; 1 = vehicle control, 0 substrate-free wells; P34949; activation factor at 20 µM;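 active means activation factor of 2 or more at 20 µM, relative to plate controls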
Target sequence (P34949 whole entry, looked up): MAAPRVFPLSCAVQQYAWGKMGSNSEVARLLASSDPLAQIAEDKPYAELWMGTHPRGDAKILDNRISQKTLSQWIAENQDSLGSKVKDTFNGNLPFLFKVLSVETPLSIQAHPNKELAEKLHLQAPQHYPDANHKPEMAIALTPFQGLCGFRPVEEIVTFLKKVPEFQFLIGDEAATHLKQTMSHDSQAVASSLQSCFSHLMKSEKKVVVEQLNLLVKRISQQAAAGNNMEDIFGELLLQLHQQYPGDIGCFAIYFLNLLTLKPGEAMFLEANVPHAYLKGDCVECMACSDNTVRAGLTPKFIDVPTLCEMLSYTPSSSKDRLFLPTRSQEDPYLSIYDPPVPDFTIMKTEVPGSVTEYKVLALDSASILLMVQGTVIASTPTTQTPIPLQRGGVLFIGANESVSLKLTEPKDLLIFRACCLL
Diaph act CS: counter-screen for diaphorase-based assays: diaphorase activators and chemical reducers | Diaphorase/resazurin coupled assay, resorufin fluorescence, 16 min; active compounds read high; 1 = vehicle wells, 0 = NADH-free wells | activation factor at 20 µM | hit rate 0.005% among 190,000 | AID 1229;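 active means diaphorase activity raised at least twofold by the compound at 20 µM; inactive means activation factor below 2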
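Test system: Clostridium kluyveri diaphorase, purified enzyme; input: enzyme 0.07 U/mL final; buffer or medium: 50 mM HEPES pH 7.4 with 4.542 mM MgCl2, 0.005% Tween 20; also added: 0.114 mM NADH and 0.1 mM resazurin, final amounts; schedule: 16 min enzyme reaction, ambient temperature; technique: fluorescence of resorufin, 544 nm excitation, 590 nm emission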
PMI act satM6P: increases human PMI activity with near-saturating mannose 6-phosphate; coupled PMI enzyme assay, resazurin fluorescence, 20 min; active compounds read high; 1 = untreated enzyme, 0 = substrate-free blank; activation factor at 20 µM; hit rate 0.34% among 190,000;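 active means activation factor of 2 or more at 20 µM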
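Technique: Diaphorase-driven resazurin-to-resorufin fluorescence, excitation 544, emission 590 nm | Assay system: Human PMI in coupled enzyme assay | Times: Enzyme reaction with compound 20 min at room temperature | Medium: HEPES-buffered pH 7.4 with magnesium and detergent | Reagent: Mannose-6-phosphate 1.0 mM (near-saturating) plus 0.22 mM NADP+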
Starred values were filed as active, the others as inactive; x = not tested or not shown.

SMILES	G6PDH counter	TNAP inh no acc	FLuc stim CS	Diaphorase inh	HMGR II inh	TNAP inh hiacc	TNAP act hi DEA	PMI activator	Diaph act CS	PMI act satM6P
Cc1sc2nc(CN3CCC(C)CC3)nc(Cl)c2c1C	-0.2	-1.7	1	16.6	-5.3	-1.7	1	1	0.8	1
Cc1ccccc1C(=O)NC(=S)NCCC1=CCCCC1	0.3	-2.3	1	12.0	-3.0	-1.5	1	0.9	0.9	1
CCn1ccnc1CN1CCN(CC=C(C)C)C(CCO)C1 (stereo unspecified)	6.7	-7.7	1.1	7.4	-0.9	-3.3	1	1	0.9	1
COC(=O)C1C(=O)OC(C)(C)C1C(C)C(=O)c1ccc(C)cc1C (stereo unspecified)	6.0	-2.5	1	2.3	-1.4	-2.4	1	0.9	1	0.9
CN(C)CC1CCCCC1C1(O)c2ccccc2CSc2sccc21 (stereo unspecified)	7.7	-3.2	1	15.0	-7.0	0.1	1	0.9	0.8	0.9
CCCC(=O)NC(=S)Nc1ccccc1F	5.0	15.1	1.1	-7.3	-0.9	-4.5	1	1.1	1.1	1.1
O=C(Nc1ccc(Cl)cc1)C1c2cccc[n+]2CC(=O)N1Cc1ccc2c(c1)OCO2 (stereo unspecified)	10.2	-2.3	1	15.3	-0.1	4.6	1	1	0.8	0.9
COc1cc(C2N3CC4(C)CN2CC(C)(C3)C4)ccc1O (stereo unspecified)	9.5	-3.7	1	17.9	-1.4	0.5	1	0.8	0.8	0.8
N#Cc1c(-c2ccccc2)cc(-c2ccco2)c(C#N)c1N	21.5	-7.4	1	36.5	-1.9	4.2	1	0.9	0.6	0.9
COC(=O)c1c(-c2ccc(C)cc2)csc1NC(=S)NC(=O)c1cc(OC)cc(OC)c1	0.8	-12.3	1	15.9	-4.7	1.8	1	0.8	0.8	0.9
COc1cc(OC)cc(OCC(O)Cn2ccnc2C)c1 (stereo unspecified)	-13.2	-7.9	1	6.9	-0.8	-0.7	1	0.9	0.9	0.9
O=C(NC1CCS(=O)(=O)C1)C1CCCCN1S(=O)(=O)c1ccc(Cl)cc1 (stereo unspecified)	7.4	-19.3	1.1	19.9	-4.6	-6.6	1.1	1	0.8	1
Cc1ccc(NC(=O)O/N=C2\CCCCC2c2ccc([N+](=O)[O-])cc2[N+](=O)[O-])cc1 (stereo unspecified)	12.9	4.0	1.1	4.4	-7.1	-0.2	1	0.9	1	0.9
Cc1ccccc1-n1cc(CNCc2c(C(=O)N(C)C)nc3ccc(Cl)cn23)cn1	-7.3	-6.8	1	4.5	13.0*	-2.0	1	1	1	0.9
Cc1cc(OCC(O)CNC(C)(C)C)ccc1Cl (stereo unspecified)	7.0	-6.2	1	0.3	-10.0	-3.6	1	1	1	1
Cc1ccc(C)c(-n2c(Cc3cc(=O)[nH]c(=O)[nH]3)nnc2SC(C)C)c1	0.2	-9.0	1.1	12.6	0.9	-0.4	1	1	0.9	1
COc1cc(C2C(C#N)=C(N)Oc3n[nH]c(C)c32)ccc1OC(=O)c1ccccc1 (stereo unspecified)	-0.7	-1.8	1.1	9.4	-2.2	22.6	0.8	1	0.9	1
O=C(c1cccc(Br)c1)N1CCN(C(=O)N2CCOCC2)CC1	-2.0	-4.8	1	9.5	-8.3	-2.9	1	1	0.9	1
CCOC(=O)c1c(C)c(C(=O)NCc2cccnc2)c(C)n1C	-1.4	-8.3	1.1	1.4	-2.5	-0.7	1	1	1	1
Cc1noc(C)c1C(=O)N1CCN(S(=O)(=O)c2ccc(F)cc2)CC1	3.7	-8.3	1	15.4	-0.2	-2.7	1	1	0.8	0.9
Fc1ccc(-n2cc(-c3ccccc3)[n+]3c2SCC3)cc1	3.5	-8.5	1	5.9	-2.6	-3.3	1	1	0.9	1
Cc1ccc(S(=O)(=O)N2CCCC(C(=O)Nc3ccc(NC(=O)c4ccccn4)cc3)C2)cc1 (stereo unspecified)	5.7	-6.7	1	19.4	5.0	-3.0	1	1	0.8	0.9
Cc1nc(N/N=C/c2ccccn2)sc1C	-1.1	10.0	0.1	6.5	-3.2	5.0	0.9	1.1	0.9	1.1
Brc1cccc(-c2nnc3sc(CN4CCCCC4)cn23)c1	-4.6	-16.7	1.1	16.3	-7.1	-6.0	1.1	0.9	0.8	1
CC1SC(c2ccc(Cl)cc2Cl)NC1=O (stereo unspecified)	6.8	-5.9	1.1	4.1	-5.1	-8.3	1.1	1.1	1	1.1
Cc1cc(S(=O)(=O)NCCCN2CCOCC2)ccc1F	3.9	-10.0	1	9.4	-5.8	-5.3	1.1	1	0.9	1
O=C(NC(Cc1ccccc1)C(=O)O)/C(=C/c1ccco1)NC(=O)c1cccc([N+](=O)[O-])c1 (stereo unspecified)	7.5	12.9	1.1	1.6	5.7	-0.1	1	1.2	1	1.1
CCNC(=S)N1CCN(C(=O)C(Cc2ccccc2)NC(C)=O)CC1 (stereo unspecified)	8.3	-5.6	0.9	3.6	-3.1	0.0	1	1	1	1
Cn1cc(C(=O)NCc2ccc(F)cc2)cn1	7.3	-10.3	1.1	3.8	-6.0	-1.4	1	1.1	1	1.1
COc1ccc(C2CC(O)(C(C)(C)O)NO2)cc1 (stereo unspecified)	2.2	-10.9	1	10.7	-6.1	-3.9	1	1.2	0.9	1.2
CN(C)CCCNc1cc(Cl)c(S(=O)(=O)N2CCCCC2)cc1C(=O)O	10.4	-6.5	1	2.7	-0.6	-0.6	1	0.9	1	0.9
O=C1c2ccccc2C(=O)N1CSc1nnc(Nc2ccccc2F)s1	-0.7	-2.7	1	4.6	-0.2	-3.7	1	0.9	1	1
O=C(O)Cc1cc(C(=O)Nc2ccc(Br)cc2)sc1-c1ccccc1	0.3	-5.0	1	-8.5	-0.3	0.2	1	1.2	1.1	1.1
Cc1sc(NC(=O)c2ccco2)c(CN2CCN(Cc3ccccc3)CC2)c1C	-0.6	-4.9	1	10.9	2.8	-3.9	1	0.9	0.9	0.9
COc1ccc(N2CCN(C(c3cccs3)C(C)NS(C)(=O)=O)CC2)cc1 (stereo unspecified)	6.4	-15.4	1	9.5	-0.9	-1.5	1	0.9	0.9	0.7
CCC(=O)Nc1ccc(OC)cc1OC	-2.2	-13.0	1.1	2.7	-0.7	-0.9	1	1	1	1
CCn1c(CNC(=O)c2cccc(C)c2)nnc1SCC(=O)NC1CCCCC1C (stereo unspecified)	4.9	-7.6	1	8.0	-2.4	0.1	1	0.8	0.9	0.9
c1coc(CN=C2NC(=NCc3ccco3)c3ccccc32)c1	11.3	-7.3	1	14.5	0.1	-3.1	1	1	0.9	0.9
COc1ccc(C(=O)N2CCCC(C(=O)N3CCCCCC3)C2)cc1 (stereo unspecified)	-1.5	2.6	1.1	-1.6	-4.9	-4.6	1	1	1	1.1
CC(=O)N1c2ccccc2C2(O)N=C(C)SC12 (stereo unspecified)	16.9	4.5	0.8	25.0	-1.3	2.8	1	0.4	0.8	0.5

Compound profiles, as listed above.
Entry for Cn1cc(C(=O)NCc2ccc(F)cc2)cn1 : G6PDH counter = 7.3; TNAP inh no acc = -10.3; FLuc stim CS = 1.1; Diaphorase inh = 3.8; HMGR II inh = -6.0; TNAP inh hiacc = -1.4; TNAP act hi DEA = 1; PMI activator = 1.1; Diaph act CS = 1; PMI act satM6P = 1.1
Entry for O=C1c2ccccc2C(=O)N1CSc1nnc(Nc2ccccc2F)s1 : G6PDH counter = -0.7; TNAP inh no acc = -2.7; FLuc stim CS = 1; Diaphorase inh = 4.6; HMGR II inh = -0.2; TNAP inh hiacc = -3.7; TNAP act hi DEA = 1; PMI activator = 0.9; Diaph act CS = 1; PMI act satM6P = 1

(further entries)
SMILES	G6PDH counter	TNAP inh no acc	FLuc stim CS	Diaphorase inh	HMGR II inh	TNAP inh hiacc	TNAP act hi DEA	PMI activator	Diaph act CS	PMI act satM6P
CSCCC(NC(=O)C1CCC(C)CC1)C(=O)NCCN1CCOCC1 (stereo unspecified)	7.9	-7.3	1	23.1	2.8	-2.9	1	0.8	0.8	0.8
O=C(O)c1cc2ccccc2c(=O)s1	-2.2	-11.5	1.1	3.5	0.0	-2.0	1	1	1	1.1
CC(=O)c1cc(CN2C(=O)c3ccccc3C2=O)cs1	9.0	-1.8	1	17.8	4.1	0.9	1	0.9	0.8	0.9
COc1cc(-c2c(C#N)c(N)nc(SCc3ccncc3)c2C#N)cc(OC)c1OC	0.2	-17.0	1.1	28.5	-3.8	-7.2	1.1	0.9	0.7	0.8
Cc1cccc(C(=O)N[C@H](C(=O)Nc2nnc(C3CC3)s2)C(C)C)c1	0.5	1.7	0.9	-1.9	-7.4	4.4	1	1.1	1	1
COc1ccc(Cc2noc(CN(C)Cc3ccc(-n4cccn4)cc3)n2)cc1OC	9.2	-8.7	1.1	12.9	-0.2	-6.6	1.1	0.9	0.9	1
Cc1ccc(NC(=O)N2CCC(C(=O)NCCC3=CCCCC3)CC2)cc1	4.8	-18.4	1	8.5	2.0	-4.1	1	1.1	0.9	1
CC(=O)N(CN1C(=O)c2ccc([N+](=O)[O-])cc2C1=O)c1cccc(C(=O)O)c1	3.4	4.6	1	11.6	1.6	-1.1	1	1.2	0.9	1
C(=N\Nc1nc2ccccc2[nH]1)/c1ccccc1	14.2	-6.2	0.7	x	-3.8	-3.3	1	x	x	x
C=CCn1c(=O)c2ccccc2n2c(SCC(=O)/C(C#N)=C(\C)N)nnc12	2.8	-10.7	1	8.5	-8.8	-7.7	1.1	1	0.9	1
CCOC(=O)C1(CC2CC2)CCN(Cc2cn[nH]c2-c2cccc(F)c2)CC1	6.9	-7.7	1.1	13.3	-6.7	-8.3	1.1	1	0.9	1
CCCCC(=O)Nc1ccccc1C(=O)N1CCOCC1	13.9	-11.6	1	4.6	2.9	-2.3	1	1.1	1	1.1
CCOC(=O)C(CC)n1cnc2c(oc3ccccc32)c1=O (stereo unspecified)	9.2	-5.5	1	7.6	0.1	-1.7	1	1	0.9	0.9
O=C(NCCOC(=O)c1ccc(C(=O)OCCNC(=O)c2ccccc2)o1)c1ccccc1	15.5	-8.3	1	17.3	-6.2	-3.3	1	0.9	0.8	0.9
COc1ccc(CCn2ccc(O)c(Cc3ccc(Cl)cc3Cl)c2=O)cc1OC	1.5	-1.2	1	19.0	-3.3	-2.2	1	1	0.8	1

Only Diaph act CS and HMGR II inh, for some of the entries so far:
Structure	Diaph act CS	HMGR II inh
O=C(NCCOC(=O)c1ccc(C(=O)OCCNC(=O)c2ccccc2)o1)c1ccccc1	0.8	-6.2
COc1ccc(Cc2noc(CN(C)Cc3ccc(-n4cccn4)cc3)n2)cc1OC	0.9	-0.2
CCOC(=O)C(CC)n1cnc2c(oc3ccccc32)c1=O (stereo unspecified)	0.9	0.1

Screening results (PubChem BioAssay)
